Screening data deposited in PubChem BioAssay by The Scripps Research Institute Molecular Screening Center.
MITF inh: blocks human microphthalmia-associated transcription factor | AlphaScreen MITF homodimerization, bead proximity signal | inhibition, % at 2.6 µM | O75030 | AID 1259374 | 0.91% of 650,000 active; in the data active = inhibition above about 50%;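 also: 0% = vehicle wells with protein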
Target sequence (O75030 whole entry, looked up): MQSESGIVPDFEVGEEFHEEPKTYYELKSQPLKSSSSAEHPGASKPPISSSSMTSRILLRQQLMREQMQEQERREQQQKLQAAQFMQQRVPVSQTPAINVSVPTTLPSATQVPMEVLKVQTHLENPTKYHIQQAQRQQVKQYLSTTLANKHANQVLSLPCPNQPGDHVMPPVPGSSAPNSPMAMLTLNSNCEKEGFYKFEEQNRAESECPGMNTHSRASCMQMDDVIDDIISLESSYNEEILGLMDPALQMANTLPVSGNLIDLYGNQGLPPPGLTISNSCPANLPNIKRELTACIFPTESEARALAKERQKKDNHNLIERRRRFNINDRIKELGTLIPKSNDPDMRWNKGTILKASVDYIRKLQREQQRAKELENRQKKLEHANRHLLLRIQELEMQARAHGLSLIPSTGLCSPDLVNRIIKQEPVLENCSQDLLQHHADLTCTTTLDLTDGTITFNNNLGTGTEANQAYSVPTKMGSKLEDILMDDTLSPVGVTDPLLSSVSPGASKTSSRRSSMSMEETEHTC
GPR151 activ: activates the human receptor GPR151 | activation, % at 11.2 µM | Q8TDV0 | 1% of 650,000 active | PathHunter beta-arrestin GPR151 cells, luminescence; in the data active = activation above about 4.9%;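 also: 0% = median of compound wells and 100% = cells with positive control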
Target sequence (Q8TDV0 whole entry, looked up): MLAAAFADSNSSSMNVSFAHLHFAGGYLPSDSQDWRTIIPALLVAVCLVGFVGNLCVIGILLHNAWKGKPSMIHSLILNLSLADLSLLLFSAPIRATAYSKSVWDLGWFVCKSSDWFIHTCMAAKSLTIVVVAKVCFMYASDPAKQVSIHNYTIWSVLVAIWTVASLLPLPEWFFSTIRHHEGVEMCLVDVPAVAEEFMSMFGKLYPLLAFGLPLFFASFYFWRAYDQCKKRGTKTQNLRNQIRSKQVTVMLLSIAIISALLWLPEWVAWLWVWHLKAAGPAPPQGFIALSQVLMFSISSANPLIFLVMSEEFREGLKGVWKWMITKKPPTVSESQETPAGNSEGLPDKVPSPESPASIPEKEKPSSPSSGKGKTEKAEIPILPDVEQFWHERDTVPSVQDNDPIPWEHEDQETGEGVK
FBW7 activator: activators of human E3 ligase FBW7. Q969H0. AlphaScreen FBW7–phospho-cyclin E peptide binding, activator screen. normalized activity (activation), % at 26.1 µM. 0.13% of 650,000 active. AID 1259310; in the data active = normalized activity above about 1.9%;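 also: purified mutant Fbw7 with reduced substrate affinity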
TEAD-YAP block: TEAD-YAP interaction inhibition; HEK-TIYL cells, TEAD-Gal4/YAP UAS-luciferase luminescence; inhibition, % at 9.12 µM; 1.4% of 640,000 active; AID 1259422; in the data active = inhibition above about 32%;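 also: 0% = median of test compound wells and 100% = reference inhibitor wells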
* hit, by the source's call; . = no result given.

SMILES	MITF inh	GPR151 activ	FBW7 activator	TEAD-YAP block
CCOc1ccc(/C=N/NC(=O)Cn2cnc3ccccc32)cc1	-5.5	0.2	0.2	1.5
CCOc1ccc(CC(=O)N[C@@H](C)Cn2nnc3ccccc32)cc1	13.8	-0.9	0.4	-2.7
COc1ccc(-c2nc3ncnc(NCCO)c3[nH]2)cn1	17.4	-0.9	-0.1	4.6
CSc1ccc(S(=O)(=O)Nc2ccc(S(=O)(=O)N3CCCCCC3)cc2)cc1	-2.4	-0.9	-0.2	-17.7
c1ccc(OCCNc2cc(-c3ccccc3)ncn2)cc1	-10.1	0.7	0.2	-25.8
Oc1ccc(Nc2ncnc3ccc(Br)cc23)cc1	13.9	2.2	0.8	13.8
Cc1cccc(NC(=O)C(C)Oc2ccccc2C)n1 (centres undefined)	-4.8	-1.4	0.0	4.8
CCCCN(CCCNC(=O)CC1Nc2ccccc2NC1=O)Cc1ccccc1 (centres undefined)	1.3	-0.5	0.3	3.0
C1=C(c2c[nH]c3ccccc23)CC(c2ccccc2)=NN=C1c1ccccc1	6.5	-0.1	0.2	6.3
[O-][n+]1onc2c(-c3ccc(Cl)c(Cl)c3)nnc(-c3ccc(Cl)c(Cl)c3)c21	14.4	-1.0	0.1	-0.3
COc1ccccc1C(=O)Nc1ccc(Nc2cc(-n3cccn3)nc(C)n2)cc1	-3.2	3.7	0.0	17.1
CCC(C)NC(=O)CN(c1cccc(C(F)(F)F)c1)S(=O)(=O)c1ccccc1 (centres undefined)	-10.4	10.0*	0.0	6.1
CC1CC(C)CN(C(=O)CSC2=Nc3ccccc3C3=NC(C)C(=O)N23)C1 (centres undefined)	0.4	-1.0	-0.1	7.7
COc1cc(C(=O)Nc2ccccc2Br)c([N+](=O)[O-])cc1OC	7.6	0.5	-0.1	-0.7
c1ccc(C(c2nnnn2CC2CCCO2)N2CCN(C3CCCC3)CC2)cc1 (centres undefined)	-7.9	0.3	-0.3	-1.0
CC1CCCC(C)N1C(=O)Cn1c(=O)n(C)c2ncccc21 (centres undefined)	-7.0	-1.0	0.1	1.5
CC1CCN(C2CC(=O)N(c3ccc(F)cc3)C2=O)CC1 (centres undefined)	0.2	0.9	-0.1	3.1
CC(O)CNCCCOc1ccc2ccccc2c1Br (centres undefined)	13.4	0.1	0.0	-2.6
O=C(NC(=S)Nc1ccccc1N1CCOCC1)c1cccc([N+](=O)[O-])c1	6.1	1.0	0.1	4.9
O=C(/C=C/c1ccc([N+](=O)[O-])cc1)Nn1c(-c2ccccc2F)nc2ccccc2c1=O	9.2	-0.2	-0.2	3.3
O=c1cnnc(N/N=C/c2c(O)ccc3ccccc23)[nH]1	117.1*	-1.8	-0.2	88.0*
COC(=O)c1ccc(-c2ccc(/C=C3\C(=O)NN=C3c3ccccc3)o2)cc1	4.4	-0.5	-0.2	-22.2
CCOc1ccc(N2C(=O)CC(NNC(=O)c3ccccc3)C2=O)cc1 (centres undefined)	5.3	2.4	-0.1	3.8
Cc1cc(/C=C2\SC(N)=NC2=O)c(C)n1-c1cccc([N+](=O)[O-])c1	-1.6	-1.2	-0.4	-7.1
COC(=O)c1ccc(N2C(=O)C3C4C=CC(C4)C3C2=O)cc1 (centres undefined)	13.3	-1.9	0.6	-10.3
COc1cccc(C(=O)Nc2sc3c(c2C#N)CCC3)c1	8.6	-1.1	0.6	10.7
O=C(NCCc1ccc(F)cc1)c1ccc(Cl)c(N2C(=O)CCS2(=O)=O)c1	-10.1	-0.9	0.0	-4.0
COc1ccc(OC)c(C(N2CCOCC2)N2CCOCC2)c1	16.0	1.6	0.3	0.1
Cc1ccc(S(=O)(=O)N(CC(=O)N2CCC(C(N)=O)CC2)Cc2ccccc2F)cc1	2.9	0.2	0.1	14.5
Cc1ccc(NC(=O)CSc2nc3nc(C)c(Cc4cccc(Cl)c4)c(C)n3n2)cc1	-6.2	1.2	-0.2	-2.6

The closing 2 records of the part above are carried over, then new ones follow.
SMILES	MITF inh	GPR151 activ	FBW7 activator	TEAD-YAP block
Cc1ccc(S(=O)(=O)N(CC(=O)N2CCC(C(N)=O)CC2)Cc2ccccc2F)cc1	2.9	0.2	0.1	14.5
Cc1ccc(NC(=O)CSc2nc3nc(C)c(Cc4cccc(Cl)c4)c(C)n3n2)cc1	-6.2	1.2	-0.2	-2.6
O=C1c2ccc(Br)cc2C(=O)N1c1cc([N+](=O)[O-])ccc1F	-1.0	0.2	0.0	-31.2
Cc1ccc(NC(=O)Nc2cc(NC(=O)Nc3ccc(C)cc3)c(C)nc2C)cc1	8.5	-0.7	-0.1	4.1
CCOc1ccc(Cl)cc1S(=O)(=O)NCc1ccc2c(c1)OCO2	19.4	-0.9	0.2	4.7
C=CCn1c(SCC(=O)Nc2nnc(CC)s2)nnc1-c1ccccc1O	-17.6	0.8	0.0	-7.0
Cc1ccc(F)cc1NC(=O)CCC(=O)O	6.6	0.9	0.0	10.4
CCN(CC)C(=O)N1CCN(c2nc(C)cc(=O)[nH]2)CC1	0.8	2.0	0.0	2.1
COCCNC(=O)C(=O)Nc1ccc(OC)c(Cl)c1	-10.2	0.9	0.1	-22.8
C/C(=N/NC(=O)CNc1ccccc1C)c1ccc(F)cc1	-5.8	-1.2	0.0	-3.5
Cc1ccccc1CC1(CO)CCCN(C(=O)CCc2ccncc2)C1 (centres undefined)	7.2	1.2	0.0	4.2
CC1=C(C(=O)Nc2ccccc2F)C(c2ccccn2)C2=C(CC(C)(C)CC2=O)N1 (centres undefined)	11.3	0.3	0.1	4.4

6 entries from above, with bars between the fields.
Structure | MITF inh | GPR151 activ | FBW7 activator | TEAD-YAP block
COCCNC(=O)C(=O)Nc1ccc(OC)c(Cl)c1 | -10.2 | 0.9 | 0.1 | -22.8
C=CCn1c(SCC(=O)Nc2nnc(CC)s2)nnc1-c1ccccc1O | -17.6 | 0.8 | 0.0 | -7.0
Cc1ccc(F)cc1NC(=O)CCC(=O)O | 6.6 | 0.9 | 0.0 | 10.4
CCN(CC)C(=O)N1CCN(c2nc(C)cc(=O)[nH]2)CC1 | 0.8 | 2.0 | 0.0 | 2.1
CCOc1ccc(Cl)cc1S(=O)(=O)NCc1ccc2c(c1)OCO2 | 19.4 | -0.9 | 0.2 | 4.7
Cc1ccccc1CC1(CO)CCCN(C(=O)CCc2ccncc2)C1 (centres undefined) | 7.2 | 1.2 | 0.0 | 4.2

Continued.
SMILES	MITF inh	GPR151 activ	FBW7 activator	TEAD-YAP block
COc1ccc2c(c1)CC(C(=O)Nc1ccc(-c3ccncc3)cc1OCCN(C)C)CC2 (centres undefined)	20.8	-0.9	0.0	-1.7
Cc1cc(C)c(C2=NON3N(C(=O)c4ccc(S(=O)(=O)N5CCCCC5)cc4)c4ccccc4N23)c(C)c1	1.3	2.8	-0.1	-16.7
CC(C)=CCC/C(C)=C/CC/C(C)=C/CSCC(=O)O	-8.5	0.8	.	.
CCc1ccc(N2CC(C(=O)Nc3cccc(OC(C)C)c3)CC2=O)cc1 (centres undefined)	16.4	-0.2	0.3	11.7
CN1CC(C(=O)Nc2ccc(I)cc2)CC1=O (centres undefined)	21.2	-1.3	0.1	3.1
OCCNCc1ccc(-c2ccccc2)cc1	10.6	-0.7	-0.1	-13.4
CCOc1ccc(NC(=O)c2cc3c(s2)-c2ccccc2S(=O)(=O)C3)cc1	0.2	0.9	0.1	2.5
O=C(Nc1cccnc1)c1cc(-c2ccc(F)cc2)on1	-3.6	0.9	0.0	0.9
Cc1ccccc1C(=O)NC1CCCCC1	6.9	-2.6	0.0	-9.6
CCOC(=O)c1ccccc1NC(=O)c1sc2ncnc(N3CCN(c4ccc(OC)cc4)CC3)c2c1C	9.7	0.1	0.1	16.5

Reformatted: entries from further up.
canonical_smiles | MITF inh | GPR151 activ | FBW7 activator | TEAD-YAP block
OCCNCc1ccc(-c2ccccc2)cc1 | 10.6 | -0.7 | -0.1 | -13.4
CCOc1ccc(NC(=O)c2cc3c(s2)-c2ccccc2S(=O)(=O)C3)cc1 | 0.2 | 0.9 | 0.1 | 2.5
Cc1cc(C)c(C2=NON3N(C(=O)c4ccc(S(=O)(=O)N5CCCCC5)cc4)c4ccccc4N23)c(C)c1 | 1.3 | 2.8 | -0.1 | -16.7
Cc1ccccc1C(=O)NC1CCCCC1 | 6.9 | -2.6 | 0.0 | -9.6
CCOC(=O)c1ccccc1NC(=O)c1sc2ncnc(N3CCN(c4ccc(OC)cc4)CC3)c2c1C | 9.7 | 0.1 | 0.1 | 16.5
CN1CC(C(=O)Nc2ccc(I)cc2)CC1=O (centres undefined) | 21.2 | -1.3 | 0.1 | 3.1

Later entries
SMILES	MITF inh	GPR151 activ	FBW7 activator	TEAD-YAP block
O=S(=O)(Nc1cccc(Cl)c1)c1cccc2cccnc12	16.1	-1.0	0.6	-4.3
CCOc1ccc(NC(=O)c2ccc(NS(=O)(=O)c3c(C)n[nH]c3C)cc2)cc1	-2.6	1.0	0.2	-6.7
Cc1ccc(S(=O)(=O)N(CC(=O)N2CCN(c3ccccc3)CC2)c2ccccc2C)cc1	4.1	0.4	-0.2	4.2
CCn1c(SC(C)C(=O)Nc2ccc(N)cc2)nnc1-c1cccc(C)c1 (centres undefined)	13.6	0.1	0.3	7.4
CCN(c1cccc(C)c1)S(=O)(=O)c1ccc2[nH]cc(C(=O)N3CCN(c4ccccn4)CC3)c(=O)c2c1	-7.6	-1.7	0.1	2.0
COc1ccccc1-c1nc(-c2ccc(NC(=O)c3ccc(Br)o3)cc2)no1	-4.0	-0.9	0.0	-35.1
O=C1c2ccc([N+](=O)[O-])cc2C(=O)N1c1ccc2ccccc2c1	-13.2	-0.1	-0.4	7.9
Cc1cc(C)c(N2C(=O)c3ccc(C(=O)Nc4cc(C)on4)cc3C2=O)c(C)c1	0.1	1.6	0.0	7.0
Cc1c(Cl)cccc1NC(=O)CCN1CCCCCC1	-5.4	0.8	-0.4	8.7
CCOc1cc(C2C(C#N)=C(N)Oc3n[nH]c(-c4cccc([N+](=O)[O-])c4)c32)ccc1O (centres undefined)	-8.8	0.0	-0.6	0.8
COC(=O)C1=C(C(=O)OC)[C@@H]2Nc3ccccc3[C@@]23C[C@@H](C(=O)OC)N(C(=O)NCCBr)C3=N1	1.7	0.8	0.0	.
CCCC(=O)Nc1cc(-c2nc3ccccc3s2)ccc1Cl	9.5	-0.5	0.0	-7.7
COC(=O)c1c(NC(=O)c2cc(-c3ccccc3)nc3ccccc23)sc2c1CCC(C(C)(C)C)C2 (centres undefined)	-5.3	-0.3	0.1	-1.4
CC(C)NC(=O)c1nc(-c2cccc(F)c2)n2c1CCCCC2	3.7	0.3	0.0	10.3
CCOC(=O)C1CCN(C(=O)Cn2cnc3sc4c(c3c2=O)CCCC4)CC1	-2.5	0.8	0.0	-1.2
O=C1CCC(CCC(=O)N2CCCC(OCc3ccccc3)C2)(Cc2ccco2)N1 (centres undefined)	-16.2	0.1	0.0	-4.4
c1ccc(-c2nc3ccccc3c3nc4ccccc4n23)cc1	-0.7	0.7	-0.1	-3.0
CCc1cc(=O)oc2cc(OCC(=O)N(CC)CC)ccc12	-11.4	-1.5	0.6	-6.7
Cc1nc(CN2CCN(Cc3csc(C)n3)CC2)cs1	15.6	-0.1	-0.1	-0.3
O=C(NC1CC1)c1cc(=O)c2ccccc2o1	3.3	-0.4	-0.2	10.6
O=C(/C=C/c1ccc(Cl)c(Cl)c1)NCC1CCCO1 (centres undefined)	8.4	0.0	0.3	-18.8
COc1cc(C2Nc3ccccc3NC3=C2C(=O)CC(c2ccccc2Cl)C3)cc(Br)c1O (centres undefined)	4.5	0.2	0.4	43.5*
CCOc1cc(/C=N/NC(=O)c2ccccn2)cc([N+](=O)[O-])c1O	9.4	-0.7	-0.4	-58.6
